SRC3 TRFRET art: TR-FRET detection interference compounds, artefact control for PPARgamma SRC-3 recruitment agonists, biochemical, TR-FRET ratio; TR-FRET artefact counter-screen, PPARgamma/SRC-3 format; hits give high values; TR-FRET ratio at 8 µM; 99,000 tested, 0.39% active; in the data active = TR-FRET ratio above about 2000; also: inactives centre near 1600
SRC1 TRFRET art: TR-FRET detection interference compounds, primary screen, artefact control for PPARgamma SRC-1 recruitment agonists, biochemical, TR-FRET emission ratio | TR-FRET detection artefact counter-screen; hits give high values | AID 1051, 2008 | TR-FRET ratio at 8 µM | 99,000 tested, 0.34% active; in the data active = TR-FRET ratio above about 2300; also: inactives centre near 1800
* hit, by the source's call. These rows are one share of the data; rates above refer to the full screens.

Fields: SRC3 TRFRET art	SRC1 TRFRET art
1. Nc1ccc(Br)cc1C(NCC(=O)O)c1ccccc1 (stereo not drawn)
→ 1555	1704
2. COc1ccc2nc(SC)c(C#N)cc2c1
→ 2738*	2037
3. CCc1ccccc1NC(=O)CN(C)C(=O)CSc1nc2cc(Cl)ccc2s1
→ 1724	1964
4. COc1ccc2c(c1)c(C(=O)N/N=C/c1cccc(O)c1)c(C)n2C
→ 1579	1829
5. O=C1ON=C(c2ccccc2)/C1=C/c1cccnc1
→ 1719	1811
6. O=C(COC(=O)C1CCC(=O)N1)Nc1ccc(Oc2ccccc2)cc1 (stereo not drawn)
→ 1586	1755
7. C=CCNC(=O)/C=C/c1ccc(C(C)C)cc1
→ 1539	2082
8. CC1(C)CC(=O)/C(=C(\O)c2ccccc2)C(=NCCc2ccccc2)C1
→ 1492	1820
9. Cc1nn(Cc2ccc(Cl)cc2Cl)c(Cl)c1/C=N/NC(=O)CNc1cccc(C(F)(F)F)c1
→ 1607	1752
10. Cc1cc(C(C)(C)C)ccc1OCCOCCN1CCCC1
→ 1730	1731

From no. 4 up to 6, copied from above:
Fields: SRC3 TRFRET art	SRC1 TRFRET art
4. COc1ccc2c(c1)c(C(=O)N/N=C/c1cccc(O)c1)c(C)n2C
→ 1579	1829
5. O=C1ON=C(c2ccccc2)/C1=C/c1cccnc1
→ 1719	1811
6. O=C(COC(=O)C1CCC(=O)N1)Nc1ccc(Oc2ccccc2)cc1 (stereo not drawn)
→ 1586	1755

(cont.)
Fields: SRC3 TRFRET art	SRC1 TRFRET art
11. COc1ccc(NC(=O)/C=C/c2ccccc2[N+](=O)[O-])c(OC)c1
→ 1746	1905
12. O=C(c1cc(-c2cccs2)nc2ccccc12)N1CCN(c2ccccc2O)CC1
→ 1634	1852
13. CCc1nc(SCc2ccccn2)[nH]c(=O)c1C
→ 1574	1667
14. CN1C(=O)C(O)(CC(=O)/C=C/c2ccco2)c2cc(Br)ccc21 (stereo not drawn)
→ 1401	1813
15. CC(/C=C/C1(O)C(C)CC(=O)CC1(C)C)OC1OC(CO)C(O)C(O)C1O (stereo not drawn)
→ 1569	1869
16. CN(C)CCCNc1ccc(-c2nn(C)c(=O)c3ccccc23)cc1[N+](=O)[O-]
→ 1637	1789
17. CCOC(=O)C1=C(O)c2ccccc2C(=O)/C1=C\c1ccc(C)cc1
→ 1668	1678
18. CC1(C)CC(=O)C(N=Nc2cc(C(F)(F)F)ccc2Cl)=C(O)C1
→ 1479	1471
19. Cc1ccc(NC(=S)Nc2cccnc2)c(S(=O)(=O)N2CCCCC2)c1
→ 1555	1899
20. COc1ccc(C2C(C(=O)O)c3ccccc3C(=O)N2C)cc1Br (stereo not drawn)
→ 1370	1782

Looked up by structure from the entries so far, 6 records:
Fields: SRC3 TRFRET art	SRC1 TRFRET art
15. CC(/C=C/C1(O)C(C)CC(=O)CC1(C)C)OC1OC(CO)C(O)C(O)C1O (stereo not drawn)
→ 1569	1869
11. COc1ccc(NC(=O)/C=C/c2ccccc2[N+](=O)[O-])c(OC)c1
→ 1746	1905
13. CCc1nc(SCc2ccccn2)[nH]c(=O)c1C
→ 1574	1667
17. CCOC(=O)C1=C(O)c2ccccc2C(=O)/C1=C\c1ccc(C)cc1
→ 1668	1678
16. CN(C)CCCNc1ccc(-c2nn(C)c(=O)c3ccccc23)cc1[N+](=O)[O-]
→ 1637	1789
12. O=C(c1cc(-c2cccs2)nc2ccccc12)N1CCN(c2ccccc2O)CC1
→ 1634	1852

Remaining list, next part:
Fields: SRC3 TRFRET art	SRC1 TRFRET art
21. O=C(/C=C/c1ccccc1)C1C(=O)c2ccccc2C1=O
→ 1444	1884
22. O=C(NC(=S)Nc1ccc(CN2CCOCC2)cc1)c1cc2ccccc2o1
→ 1580	1671
23. c1ccc2sc(Nc3nc4cc5c(cc4s3)OCO5)nc2c1
→ 2045	1987
24. C/C(Cl)=C\Cn1c(NCCc2ccccc2)nc2c1c(=O)n(C)c(=O)n2C
→ 1448	1879
25. Cc1ccc(CN2CCN(Cc3ccc4c(c3)OCCO4)CC2CCO)cc1 (stereo not drawn)
→ 1645	1705
26. Cc1ccc(S(=O)(=O)N2CCOCC2)cc1NC(=O)COC(=O)Cc1ccsc1
→ 1749	1939
27. CCCNC(=S)N1CCN(c2nc(C)nc3sc4c(c23)CCCC4)CC1
→ 1700	2199
28. COc1ccc(CNC(=O)CSCc2ccccc2Cl)cc1
→ 1614	1951
29. COCCNCCCCOc1ccccc1-c1ccccc1
→ 1644	1719
30. COc1cc(C=Nc2c(C)cc(C)cc2C)ccc1OC(C)=O
→ 1760	1530
31. COc1ccccc1N=CC1=C(O)CC(c2ccccc2)CC1=O (stereo not drawn)
→ 1582	1557
32. O=C(c1ccc(S(=O)(=O)c2ccccc2)cc1)N1CCCCCC1
→ 1465	1870
33. COc1cccc(CC2(CO)CCCN(Cc3cnn(-c4ccccc4)c3)C2)c1 (stereo not drawn)
→ 1732	1896
34. CNC(=S)NNC(=O)c1cccc(N(C)C)c1
→ 1614	1772
35. CCNC(=O)CC1C(=O)N(CC)C(=S)N1NC(=O)c1cccnc1 (stereo not drawn)
→ 1499	1855
36. CCOC(=O)Nc1sc(C)c(C)c1C(N)=O
→ 1570	1827
37. CCN(C(=O)COC(=O)c1ccc(COc2ccc3c(C)cc(=O)oc3c2)cc1)C1CCS(=O)(=O)C1 (stereo not drawn)
→ 1427	1741
38. CCCCc1nnc(NC(=O)CSc2nc(O)c(Cc3ccccc3)c(=O)[nH]2)s1
→ 1476	1592
39. Cc1cccc(CC2S/C(=N/N=C/c3ccco3)NC2=O)c1 (stereo not drawn)
→ 1519	1636
40. O=C(O)CCCCCn1c(SCC(=O)Nc2ccc(F)cc2)nc2ccsc2c1=O
→ 1575	1568
41. CSc1nc2ccccc2c(=O)n1Cc1ccc(F)cc1
→ 1644	1720
42. CC(C)CCNC(=S)Nc1ccc(Br)cc1
→ 1558	1625
43. Cc1cc(C(=O)N/N=C/C=C/c2ccc([N+](=O)[O-])cc2)n[nH]1
→ 1524	1873
44. O=C(NC1CCCC1)C(c1ccccc1F)N(C(=O)Cc1cccs1)c1ccc2c(c1)OCCO2 (stereo not drawn)
→ 1683	2037
45. CCC(=O)c1ccc(OCC(O)Cn2nnc3ccccc32)cc1 (stereo not drawn)
→ 1557	1534
46. CN(Cc1ccccc1)S(=O)(=O)c1ccc(OCC(=O)Nc2cccc([N+](=O)[O-])c2)cc1
→ 1640	1591
47. Nc1nc(SCC(=O)NCc2ccccc2)[nH]c(=O)c1NC(=O)c1ccccc1F
→ 1486	1650
48. Cc1cccc(C)c1NC(=S)NCc1ccccc1
→ 1397	1689
49. Cc1cccc(OCc2n(CC(=O)OC3CC(C)CCC3C(C)C)c3ccccc3[n+]2C)c1 (stereo not drawn)
→ 1423	1704
50. COc1ccc(-c2nc(CN3CCC(c4ccccc4)CC3)c(C)o2)cc1OC
→ 1523	1802
51. COc1ccc(CCNc2nc(=S)[nH]c3cc(OC)c(OC)cc23)cc1OC
→ 1548	2071
52. CCOC(=O)c1ccc(CNC(=O)CSc2nnc(-c3ccncc3)o2)cc1
→ 1483	1724
53. COc1ccc(N(C)C(=O)c2ccc3c(c2)nnn3C)cc1
→ 1392	1504
54. CC(C)Cc1cc(C(=O)N2CCC(N3CCC(C(=O)N4CCOCC4)CC3)CC2)n[nH]1
→ 1681	1766
55. O=S1(=O)CC(O)C(Nc2ccccc2Cl)C1 (stereo not drawn)
→ 1575	1964
56. O=C(CCCc1nc2ccccc2s1)NC1CCOC1=O (stereo not drawn)
→ 1410	1645
57. CC(C)(C)c1cc(NC(=O)c2cccc([N+](=O)[O-])c2)no1
→ 1572	1795
58. CCOC(=O)C1=C(COC(=O)C2(C)CC2(Cl)Cl)NC(=O)NC1c1ccccc1 (stereo not drawn)
→ 1586	1790
59. CCOC(=O)C1(Cc2ccc(OC)cc2)CCN(C(=O)CCN2CCCC2=O)CC1
→ 1428	1527
60. NC(=O)CSc1nc(C23CC4CC(CC(C4)C2)C3)nc2ccccc12
→ 1745	1985
61. COC(=O)CCCSc1nccn1-c1ccccc1
→ 1494	1797
62. Cc1ccccc1-n1c(Cn2c(=O)sc3ccccc32)nnc1SC(C)C
→ 1554	1843
63. CN(Cc1ccccc1)S(=O)(=O)c1ccc(Cl)c(C(=O)NCCc2ccccn2)c1
→ 1617	1706
64. O=[N+]([O-])c1ccccc1Nc1ccc(O)cc1
→ 1617	1627
65. COc1cc(CNCc2c[nH]c3ccccc23)cc(OC)c1
→ 1576	2039
66. CSc1cnc2c(N)nc(N(C)C)nc2n1
→ 1462	1858
67. O=[N+]([O-])c1ccc(N2CCN(S(=O)(=O)c3ccccc3[N+](=O)[O-])CC2)cc1N1CCc2ccccc2C1
→ 1592	2018
68. CC(C)c1ccc(/C=C/C(=O)Nc2nncs2)cc1
→ 1338	1671
69. CCOC(=O)c1ccc(S(=O)(=O)NCCN2CCOCC2)cc1
→ 1561	2020
70. O=C(NCc1nc2ccccc2[nH]1)C1=C[C@@H](c2ccccc2)C[C@@H](OCc2ccc(CO)cc2)O1
→ 1544	2051

Taken from above.
entry 66 in SRC3 TRFRET art is listed with 1462
entry 2 in SRC1 TRFRET art is listed with 2037
entry 65 in SRC1 TRFRET art is listed with 2039

Following part
cpd	mol	SRC3 TRFRET art	SRC1 TRFRET art
71	Cc1ccc(-c2nnc(SCC(=O)NNC(=O)COc3ccccc3C)n2C)cc1	1363	1597
72	CCN1CCc2c(sc(NC(=O)Nc3ccc(Cl)c(Cl)c3)c2C(N)=O)C1	1629	1843
73	OC[C@@H](O)C1OC2NC(=S)OC2C1O (stereo partly drawn)	1530	1721
74	CCOC(=O)c1sc(=NC(=O)c2ccc(C)cc2)n(C)c1C	1529	1718
75	O=C(NC1CCCCCC1)c1ccc(OCC2CCCO2)cc1 (stereo not drawn)	1666	1894
76	CCOC(=O)C1CCN(Cc2ccc(OC)cc2OC)CC1	1533	1849
77	O=C(c1ccc([N+](=O)[O-])cc1)N1CCN(Cc2ccccc2)CC1	1558	1793
78	CCN1CCc2c(OCC(=O)N3CCCc4ccccc43)cccc2C1=O	1505	1593
79	CCOc1ccccc1C(=O)NCC(=O)OCC(=O)NCCc1ccc(S(N)(=O)=O)cc1	1624	1762
80	CCN(CC)S(=O)(=O)c1ccc(N2CCOCC2)c(NCC(=O)Nc2ccc(F)cc2)c1	1459	1554
81	Cc1cc2ncn(CCC(=O)NC3CCCC3)c2cc1C	1605	2113
82	Cn1cc(Br)c(C(=O)Nc2ncc(Br)s2)n1	1335	1548
83	CS(=O)(=O)N(CC(=O)Nc1ccccc1C(=O)N1CCCC1)c1cccc([N+](=O)[O-])c1	1663	1959
84	CC(=O)Nc1ccc(S(=O)(=O)N2CCC(=O)Nc3ccccc32)cc1	1439	1803
85	Cc1cccc(N2CCN(C(=O)c3ccc(Cl)c(S(=O)(=O)N4CCc5ccccc5C4)c3)CC2)c1C	1504	1749
86	CCCC1=NN(c2ccc([N+](=O)[O-])cc2)C(=O)/C1=C/N(C)C	1465	1365
87	Nc1cccc(-c2ccc(CO)o2)c1	1614	1624
88	Cc1onc(-c2ccccc2)c1C(=O)NC(=S)NNC(=O)c1ccccc1O	1677	1533
89	c1ccc2c(-c3csc(-c4ccncc4)n3)c[nH]c2c1	1628	1885
90	CCN(CC)CCCOc1ccc(Cl)c(Cl)c1	1671	1844
91	COc1ccc(C2C3(C#N)C(N)=NC(OC)(OC)C23C#N)cc1 (stereo not drawn)	1487	1703
92	CC(C)CCN(C(=O)COc1ccc(C#N)cc1)c1c(N)n(Cc2ccccc2)c(=O)[nH]c1=O	1330	1770
93	CC1Cc2ccccc2N1C(=O)COC(=O)CCc1nc2ccccc2c(=O)[nH]1 (stereo not drawn)	1504	1534
94	Cc1ccc(S(=O)(=O)Nc2cc(C(F)(F)F)ccc2N2CCOCC2)cc1C	1466	1732
95	COc1ccc(C2=NN3C(C2)c2ccccc2OC3c2cccs2)cc1 (stereo not drawn)	1292	1596
96	COc1ccc(-c2ccc(CCC(=O)O)n2NC(=O)c2ccc(C(C)(C)C)cc2)cc1	1396	1728
97	O=C(CN1CCN(C(=O)c2ccco2)CC1)Nc1ccc(Cl)c(C(F)(F)F)c1	1326	1703
98	CCCc1cc(=O)[nH]c(SCC(=O)NN(c2ccccc2)c2ccccc2)n1	1539	1632
99	O=C(O)c1ccc(-c2nc(-c3cccc(C(F)(F)F)c3)cs2)cc1	1514	2048
100	Cn1c(Cn2c(=O)sc3ccccc32)nnc1SCC(=O)NCC1CCCO1 (stereo not drawn)	1573	1711
101	O=C(Nc1ccc(Cl)cc1)N1CCN(c2ccc3nnc(-c4ccc(F)cc4)n3n2)CC1	1560	1780
102	O=C(COc1cccc(F)c1)Oc1ccc(C(=O)c2ccccc2)cc1	1458	1774
103	COc1ccc(NC(=O)c2sc(N)nc2-c2ccccc2)cc1	1739	1909
104	Cc1ccc(Cn2ncc(Cl)c(Cl)c2=O)cc1	1533	1892
105	COc1ccc(NC(=O)COC(=O)Cc2c(F)cccc2Cl)cc1OC	1539	1908
106	COc1cccc(CC(=O)Nc2nc(-c3cc(OC)ccc3OC)cs2)c1	1750	1914
107	O=C(CSc1cccc2cccnc12)N/N=C/c1ccncc1	1611	1913
108	CCCCCCCCNc1nc(Cl)nc(NCc2ccco2)n1	1487	1520
109	Cc1cc(C)cc(OCC(=O)Nc2ccc3c(c2)OCO3)c1	1812	1926
110	CC(C)c1c(O)c2c(n(-c3ccccc3)c1=O)CCCC2	1641	1720
111	O=[N+]([O-])c1ccccc1/C=N/Nc1nc(N2CCCC2)nc(N2CCCC2)n1	1441	1865
112	CC(=O)c1cccc(NC(=S)N2CCC(Cc3ccccc3)CC2)c1	1639	1848
113	Cc1ccc(C2=NN(CCC(=O)NCc3ccc4c(c3)OCO4)C(=O)CC2)cc1	1491	1937
114	COC(=O)Cc1csc(Nc2ccc(Cl)cc2)n1	1469	1641

Bioassay records as filed in PubChem.
